LmPK inhibitor: blocks Leishmania mexicana pyruvate kinase activity. Q27686. purified LmPK, Kinase-Glo ATP luminescence, 1 h. Potency, µM (titrated, usually from 57.5 µM), without a hit: at the top dose activity change, negative = inhibition, most hits filed as inhibitors. 290,000 compounds, 0.37% hits. AID 1721; also: potency is read from the fitted curve at half-maximal effect; % is scaled to controls: 0 for no effect and ±100 for the full control effect
Target sequence (Q27686 whole entry, looked up): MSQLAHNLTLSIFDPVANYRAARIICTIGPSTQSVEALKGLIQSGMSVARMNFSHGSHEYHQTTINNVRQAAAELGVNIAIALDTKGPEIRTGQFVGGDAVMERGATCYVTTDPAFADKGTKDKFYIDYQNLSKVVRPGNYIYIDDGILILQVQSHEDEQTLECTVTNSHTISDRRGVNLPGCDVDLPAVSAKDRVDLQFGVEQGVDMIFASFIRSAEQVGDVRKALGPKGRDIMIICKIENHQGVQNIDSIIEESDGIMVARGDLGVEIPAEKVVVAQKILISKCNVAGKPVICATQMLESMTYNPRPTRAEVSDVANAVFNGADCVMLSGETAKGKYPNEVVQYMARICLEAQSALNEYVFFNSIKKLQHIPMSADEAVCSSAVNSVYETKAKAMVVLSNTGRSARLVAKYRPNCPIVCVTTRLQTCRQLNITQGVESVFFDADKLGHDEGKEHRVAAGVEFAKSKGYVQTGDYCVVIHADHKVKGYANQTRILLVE
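ATP generated from ADP (0.1 mM) and PEP (0.5 mM) by 0.1 nM LmPK over 1 h at room temperature (pH 7.2 imidazole buffer) was detected by coupled luciferase luminescence. Values were normalized to uninhibited and no-enzyme wells.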
TbPYK inhibitor: T. brucei pyruvate kinase inhibition. Q57TT1. TbPYK enzyme, Kinase-Glo Plus ATP luminescence, 45 min. Potency, µM (top dose mostly 76.8 µM), without a hit: top-dose activity, negative = inhibition, hits mostly inhibitors. 410,000 compounds, 0.12% hits; also: potency is read from the fitted curve at half-maximal effect; % is scaled to controls: 0 for no effect and ±100 for the full control effect; nearly all actives have a fitted effect of over 50% in size
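TbPYK + substrate in 50 mM TEA pH 7.2, 100 mM KCl, 10 mM MgCl2, 0.05% BSA, 0.01% Tween-20; cpd pinned; ADP 130 uM final; 45 min RT; Kinase-Glo Plus 10 min; luminescence endpoint.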
Pf growth 48h: inhibits P. falciparum growth in the first generation, 48 h | P. falciparum luciferase growth in erythrocytes, 48 h | Potency, µM (series often up to 28.7 µM), inactives show at the top dose activity change, negative = inhibition, hits mostly inhibitors | 310,000 compounds, 5.9% hits; also: potency is read from the fitted curve at half-maximal effect; % is scaled to controls: 0 for no effect and ±100 for the full control effect
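In quantitative HTS format, infected erythrocytes bearing luciferase-reporter parasites were treated for a single generation at 37 C. Luminescence after adding detection reagent served as the growth measure.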
Cycloheximide cs: affects cycloheximide protein synthesis inhibition readout, counter-screen | cell reporter, cycloheximide protein synthesis inhibition counterscreen | max response, % | 300,000 compounds, 12% hits | AID 2314; in the data active = max response mostly above about 13%, no sharp cut-off; inactive = mostly below about 14%; also: read at 38.3 µM for the half of the compounds with a filed dose; 0% is about no effect
Shiga inhibitor: blocks Shiga toxin action in Vero cells. Vero cells, Shiga toxin protein synthesis inhibition reporter. inhibition, % at 38.7 µM. 290,000 compounds, 9.2% hits. AID 2315; in the data active = inhibition mostly above about 28%, no sharp cut-off; inactive = mostly below about 43%; also: 0% is about no effect
HCV inhibitor: blocks hepatitis C virus; Potency, µM (titrated, usually from 41.8 µM), without a hit: at the top dose activity change, negative = inhibition, most hits filed as inhibitors; 340,000 compounds, 3.4% hits; Huh7.5.1 HCVcc-Cre infection, luciferase reporter, 44 h; also: potency is read from the fitted curve at half-maximal effect; % is scaled to controls: 0 for no effect and ±100 for the full control effect
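Infectious HCVcc-Cre (~0.5 moi) was added to cells just after compound, with cells seeded 4 h earlier at 1,000 per well. Luciferase activity after 44 h culture reported infection; substrate was incubated 15 min at room temperature before reading.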
Pf growth 96h: inhibits malaria parasite growth, 96 h; Potency, µM (series often up to 28.7 µM), without a hit: at the top dose activity change, negative = inhibition, actives largely listed as inhibitors; 320,000 compounds, 6.9% hits; P. falciparum luciferase reporter growth, 96 h; also: potency is read from the fitted curve at half-maximal effect; % is scaled to controls: 0 for no effect and ±100 for the full control effect
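P. falciparum expressing integrated firefly luciferase, in erythrocytes at 2% hematocrit, 0.05% parasitemia, incubated with compounds 96 h at 37 C, 5% CO2. Growth inhibition read as loss of luminescence; two-generation exposure targets delayed-death apicoplast inhibitors.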
* hit, by the source's call; ? = inconclusive; nt = no result given; & = joins results of further samples; [ ] = remark or other dose. Unless noted, calls follow the shape of the dose curve; as a rule, active = well fitted curve in the direction sought with a large enough effect; inconclusive = small, poorly fitted or top-dose-only effect, or another doubt; inactive = no such curve, though single readings can be large; an effect the other way counts as inactive or inconclusive.

SMILES	LmPK inhibitor	TbPYK inhibitor	Pf growth 48h	Cycloheximide cs	Shiga inhibitor	HCV inhibitor	Pf growth 96h
COc1ccc(C(=O)O)cc1S(=O)(=O)Nc1ccc(Oc2ccccc2)cc1	nt	-0.8%	?	nt	nt	5.0%	-19.3%
C=CCn1c(SCc2cc([N+](=O)[O-])cc3c2OCOC3)nc2cc(C(=O)O)ccc2c1=O	12.4%	7.8%	7.9%	9.6	-4.3	8.8%	3.6%
CCCCCC1CC(CC(=O)O)C(=O)O1 (stereo unspecified)	2.6%	-4.3%	nt	-2.6	-7.7	10.4%	44.7%[activator]
Cc1nc(-c2ccc(O)c(O)c2)cs1	-0.7%	-14.3%	nt	-1.0	-7.6	?	-29.6%
O=C(O)CC1SC(=Nc2cccc(C(F)(F)F)c2)NC1=O (stereo unspecified)	4.4%	-21.9%	nt	-1.8	-11.5	-2.8%	2.94µM*
O=c1c([N+](=O)[O-])c(N2CCOCC2)c2ccccc2n1Cc1ccccc1	16.3%	-4.2%	?	-1.4	-7.9	?	23.1%
CCCOc1ccc(-c2c(C(=O)N/N=C/c3ccccc3OCC)nnn2-c2nonc2N)cc1	3.6%	4.9%	6.1%	-3.7	-3.4	8.0%	8.8%
O=C(N/N=C/c1cccc2ccccc12)c1cc(C2CC2)[nH]n1	10.2%	4.4%	-5.2%	22.0*	74.8*	18.4%	-16.3%
COC(=O)c1cc(C(=O)OCC(=O)NC2CCS(=O)(=O)C2)cc([N+](=O)[O-])c1 (stereo unspecified)	-1.4%	0.0%	-20.5%	-2.0	30.4	11.3%	8.8%
O=C(O)c1ccc(Nc2nc(-c3cccnc3)cs2)cc1O	0.6%	0.5%	-3.9%	7.1	17.2	2.1%	281.2%[activator]
Cc1cc(C)cc(N2C(=O)CC(n3ccnc3)C2=O)c1 (stereo unspecified)	0.1%	-1.1%	24.0%	-1.6	-2.5	-2.1%	-7.3%
CN(C)CCOC(=O)CC12CC3CC(C1)CC(CC(=O)OCCN(C)C)(C3)C2	3.8%	0.7%	14.6%	-5.9	-10.2	-28.7%	?
N#CC1=C(N)N(c2ccccc2)C2=C(C(=O)CCC2)C1c1ccsc1 (stereo unspecified)	-1.4%	-16.6%	?	1.1	-13.9	-0.7%	-23.6%
COC(=O)c1nonc1NCn1nnc2ccccc21	1.2%	3.9%	6.5%	-3.1	-10.6	1.9%	?
O=C1COc2cc(S(=O)(=O)NCc3ccco3)c(Cl)cc2N1	nt	5.1%	?	nt	nt	nt	-4.9%
Cc1c(C(=O)OCC(=O)N2CC(C)OC(C)C2)oc2ccc(Br)cc12 (stereo unspecified)	-2.5%	-2.8%	-7.6%	4.4	11.0	-20.0%	-0.8%
O=C(CSc1nc2c(cnn2-c2ccccc2)c(=O)[nH]1)NC1CCS(=O)(=O)C1 (stereo unspecified)	3.8%	0.7%	7.2%	-2.3	-7.3	10.3%	20.2%
CN(C(=S)Nc1cccnc1)c1ccc(O)cc1	-3.2%	-29.0%	59.5%[activator]	9.0	23.1*	8.2%	77.0%[activator]
N#C/C(=C\c1ccc(-c2ccccc2C(=O)O)o1)c1nc2ccccc2[nH]1	-4.9%	-16.1%&-1.0%	nt	12.1	-3.7	-6.9%	?
Cn1ccsc1=NC(=O)c1cccc(C#N)c1	-0.1%	-8.5%	38.8%[activator]	14.8*	60.8	-10.5%	36.7%[activator]
CC(=O)C1=C(C)OC(N)=C(C#N)C1c1ccncc1 (stereo unspecified)	1.8%	-3.3%	-17.9%	-1.0	-14.1	10.2%	-22.7%
CC(C)(C)C1CCC(OC(=O)C[N+]2(C)CCCCC2)CC1 (stereo unspecified)	8.3%	-9.7%	11.7µM*	1.0	22.2	-9.8%	-1.2%
CCOc1ccc(Br)cc1S(=O)(=O)Nc1ccc(C(=O)OCC(=O)Nc2ccc(C#N)cc2)cc1	5.9%	-11.5%	-6.3%	-2.2	-15.6	11.3%	9.4%
CC(C)CCNC(=O)c1ccc(OC2CCN(S(=O)(=O)N(C)C)CC2)cc1	1.5%	2.7%	-24.4%	39.8*	42.9	-25.6%	-28.4%
COc1cc(NC(=O)c2cnn3c(C(F)F)cc(C4CC4)nc23)c(OC)cc1Cl	4.0%	10.5%	3.2%	-1.6	-5.0	-4.7%	-10.9%[5.75 µM]

Single records, as listed above. Values in the order: LmPK inhibitor	TbPYK inhibitor	Pf growth 48h	Cycloheximide cs	Shiga inhibitor	HCV inhibitor	Pf growth 96h
Cc1nc(-c2ccc(O)c(O)c2)cs1 reads -0.7%	-14.3%	nt	-1.0	-7.6	?	-29.6%
O=C1COc2cc(S(=O)(=O)NCc3ccco3)c(Cl)cc2N1 reads nt	5.1%	?	nt	nt	nt	-4.9%
N#CC1=C(N)N(c2ccccc2)C2=C(C(=O)CCC2)C1c1ccsc1 (stereo unspecified) reads -1.4%	-16.6%	?	1.1	-13.9	-0.7%	-23.6%
O=C(O)CC1SC(=Nc2cccc(C(F)(F)F)c2)NC1=O (stereo unspecified) reads 4.4%	-21.9%	nt	-1.8	-11.5	-2.8%	2.94µM*
COC(=O)c1cc(C(=O)OCC(=O)NC2CCS(=O)(=O)C2)cc([N+](=O)[O-])c1 (stereo unspecified) reads -1.4%	0.0%	-20.5%	-2.0	30.4	11.3%	8.8%

(further entries)
SMILES	LmPK inhibitor	TbPYK inhibitor	Pf growth 48h	Cycloheximide cs	Shiga inhibitor	HCV inhibitor	Pf growth 96h
CCC(NS(=O)(=O)c1ccc(OC)cc1)C(=O)NCCc1ccccc1 (stereo unspecified)	-1.7%	1.1%	?	1.0	-7.8	-10.5%	?
CC(=O)Nc1ccc2nc(CN3CCN(CC(C)C)C(CCO)C3)ccc2c1 (stereo unspecified)	0.5%	-14.8%	7.3%	-1.6	-5.3	-11.3%	-10.4%
NC(=O)C(CCC(=O)c1ccc(Br)cc1)S(=O)(=O)c1ccccc1 (stereo unspecified)	-2.3%	-5.0%	-24.2%	6.2	13.1	7.7%	18.4%
Cc1cccc(NS(=O)(=O)c2cc(C(=O)OCC(=O)Nc3cc(C)on3)ccc2C)c1	5.4%	-20.5%	-28.4%	-0.6	-4.4	-7.9%&3.7%	?
O=C(c1ccc2c(c1)OCO2)N1CCN(S(=O)(=O)N2CCCCC2)CC1	3.6%	-1.3%	-22.4%	2.4	-15.6	7.4%	20.4%
COC(=O)C1=C(c2cccc(OCc3ccccc3)c2)C[C@@H]2CC[C@H]1N2C(=O)NCc1cc(C)oc1C(F)(F)F	nt	-11.6%	4.65µM*	nt	nt	?	?
COC(=O)c1ccccc1NC(=O)CC#N	-0.7%	-0.4%	6.6%	-3.5	-1.5	11.6%	?
c1ccc(CNc2nnnn2-c2ccccc2)cc1	2.1%	-1.1%	-28.1%	-2.6	9.2	-1.0%	?
O=C(N/N=C/C(Cl)=C/c1ccccc1)c1cnccn1	-7.6%	1.3%	?	27.0	57.3*	6.7%	?
COc1ccc(-c2c([C@H]3[C@@H]4C=CCC[C@@]4(C)C(=O)N3Cc3ccccc3)ccc3ccccc23)cc1OC	2.0%	-2.4%	5.22µM*	-1.7	-7.7	-13.2%[8.37 µM]	5.22µM*
O=S(=O)(c1ccc(F)cc1)N1CCCC1c1cccnc1 (stereo unspecified)	2.1%	-1.4%	?	-2.2	-2.5	13.0%	5.1%
Cc1ccc2nc3c(cc(C(=O)NCCc4ccccc4)c(=N)n3CCCN3CCOCC3)c(=O)n2c1	-4.2%	-3.1%	?	-4.1	3.5	?	?
CCn1ccc(-c2ccccc2)c(C#N)c1=O	-1.7%	-2.1%	14.5%	-2.5	1.9	?	-15.5%[1.15 µM]
Cc1cc2nc3c(=O)[nH]c(=O)[nH]c3nc2c([N+](=O)[O-])c1N	2.8%	-7.4%	-25.9%	-2.1	-12.4	-36.4%	0.0%
COc1cc2c(cc1OC)C(c1ccc(Br)cc1)CC(=O)N2 (stereo unspecified)	6.4%	-14.7%	8.3%	-3.1	-6.5	-14.6%	5.22µM*
C=CCNS(=O)(=O)c1ccc2c(c1)n(C)c(=O)n2C	-2.6%	5.6%	15.9%	-5.8	5.1	-1.2%	24.3%
Cc1oc(-c2ccc(Cl)cc2)nc1CN1CCCC(C(=O)NCCCN2CCCC2=O)C1 (stereo unspecified)	-1.2%	-0.8%	nt	-1.5	-13.4	?	?
O=C(c1ccc([N+](=O)[O-])cc1)N1CCCC1	4.8%	-7.3%	7.0%	-1.2	18.3	10.6%	18.8%
CCNc1nc(NCC)n2c(SCC(=O)Nc3ccc(NC(C)=O)cc3)nnc2n1	nt	0.9%	?	nt	nt	?	?
CCOC(=O)N1CCN(S(=O)(=O)N2CCCC(C(=O)NCCc3ccc(OC)c(OC)c3)C2)CC1 (stereo unspecified)	1.7%	-5.1%	-4.1%	-2.5	-8.0	1.8%	?
COc1cccc(C(=O)Nc2ccc(NC(=O)C3CC3)cn2)c1	?	-19.0%	151.8%[activator]	29.2*	69.7*	16.1%	8.28µM*
COc1ccc(C2NC(=O)c3sc4nc(C)c(C(C)=O)c(-c5ccc(Cl)cc5)c4c3N2)cc1 (stereo unspecified)	0.2%	6.3%	?	4.0	13.4	0.3%	?
CCCCOc1ccc(NC2=NC3(CCCCC3)N=C(N)N2)cc1	-0.9%	-11.1%	0.657µM*	5.3	-12.1	?	8.2%
COc1ccc(OC)c(/C=N/c2c(-c3ccc(O)c(OC)c3)nc3ccccn23)c1	-5.7%	-3.6%	5.3%	14.1	29.9	17.2%	-22.3%
O=C(Nc1ccc(F)cc1)c1cnc(-c2ccccc2)nc1-c1ccccc1	2.8%	3.8%	?	-1.2	3.1	?	47.7%[activator]
Carrying on:
SMILES	LmPK inhibitor	TbPYK inhibitor	Pf growth 48h	Cycloheximide cs	Shiga inhibitor	HCV inhibitor	Pf growth 96h
CCN(CC(=O)Nc1ccc(NC(C)=O)cc1)C(=O)Cc1coc2cc(C)c(C)cc12	nt	-6.0%	?	nt	nt	-2.7%	5.2%
CC(C)(C)c1ccc(OCCC(=O)NCC(c2cccs2)N2CCOCC2)cc1 (stereo unspecified)	nt	0.4%	?	nt	nt	?	?
Cn1c(SCC(=O)NCc2ccco2)nnc1C1CCCC1	-24.3%	1.2%	12.6%	-1.6	-18.7	3.3%	23.5%
COc1ccc(C2=CC3=C(Br)C(=O)C(C)(OC(=O)C4CCCC4)C(=O)C3=CO2)cc1 (stereo unspecified)	-10.5%	-14.5%	0.0%	-3.7	-3.6	-1.5%	38.5%[activator]
CCN1C=C(Cc2ccc(OC)cc2)C2=C(C1)C(c1ccc(OC)cc1)C(C#N)=C(N)O2 (stereo unspecified)	3.1%	4.0%	?	-2.6	-13.3	?	?
Cc1cccc2c1c1ccc3c(c1n2C)C(=O)C=CC3=O	?	-7.5%	11.7µM*	1.6	5.6	-18.4%	?
CCOc1ccc(C2C(C(=O)c3ccco3)=C(O)C(=O)N2Cc2cccnc2)cc1 (stereo unspecified)	1.6%	-0.1%	-6.9%	19.6	7.5	-9.5%	0.0%
CN(C)/C=N/c1sc2c(c1C#N)CCCC2	7.6%	-2.4%	0.0%	34.9*	116.4*	-19.6%	33.4%[activator]
O=S(=O)(CCc1nc2ccccc2[nH]1)c1ccc(Cl)cc1	-23.9%	1.2%	-27.1%	10.6	13.1	1.8%	35.1%[activator]
